G9a inh: qHTS Assay for Inhibitors of Histone Lysine Methyltransferase G9a | Histone-lysine N-methyltransferase EHMT2 (Homo sapiens), Q96KQ7 | G9a H3K9 monomethylation, AlphaScreen, 2 h | Potency, µM (highest dose often 102 µM), without a hit: at the highest dose activity, negative = inhibition, usual class: inhibitors | actives 8.8% (n = 350,000); also: potency is read from the fitted curve at half-maximal effect; % is scaled to controls: 0 for no effect and ±100 for the full control effect; nearly all actives have a fitted effect of over 75% in size
Target sequence (Q96KQ7 913-1193 limits assumed): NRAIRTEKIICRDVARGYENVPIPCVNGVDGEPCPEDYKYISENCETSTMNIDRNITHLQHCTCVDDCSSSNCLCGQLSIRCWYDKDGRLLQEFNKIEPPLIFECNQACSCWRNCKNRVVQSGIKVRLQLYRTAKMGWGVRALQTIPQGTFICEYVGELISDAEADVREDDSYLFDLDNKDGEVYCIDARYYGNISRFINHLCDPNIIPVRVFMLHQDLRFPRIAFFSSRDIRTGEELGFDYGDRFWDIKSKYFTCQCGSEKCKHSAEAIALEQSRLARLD
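G9a (20 nM) preincubated 15 min RT with compounds, then 500 nM biotinylated H3K9 peptide and 20 uM SAM added; 2 h RT reaction. Monomethyl-H3K9 product detected by AlphaScreen with anti-H3K9me1 antibody, streptavidin donor and anti-rabbit IgG acceptor beads.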
GLS inhibitor: qHTS for Inhibitors of Glutaminase (GLS) | Glutaminase kidney isoform, mitochondrial (Homo sapiens), O94925 | GLS enzymatic activity, qHTS titration | Potency, µM (top dose mostly 45.5 µM), without a hit: top-dose activity change, negative = inhibition, usual class: inhibitors | actives 0.21% (n = 410,000) | AID 624170, 2012; also: potency is read from the fitted curve at half-maximal effect; % is scaled to controls: 0 for no effect and ±100 for the full control effect
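Two-point fluorescence kinetic (t0, 30 min RT) for hKGA; glutamate detected via glutamate oxidase–HRP–Amplex Red. Substrate: 1 mM L-glutamine solution; buffer 45 mM KH2PO4, pH 8.2.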
12-LOX inh: Primary qHTS assay for inhibitors of human arachidonate 12S-lipoxygenase (ALOX12): Round 2 | Polyunsaturated fatty acid lipoxygenase ALOX12 (Homo sapiens), P18054 | purified 12hLO, xylenol orange hydroperoxide absorbance | Potency, µM (top dose mostly 108 µM), without a hit: at the top dose activity change, negative = inhibition, usual class: inhibitors | actives 1.1% (n = 580,000) | AID 1671190, 2021; also: potency is read from the fitted curve at half-maximal effect; % is scaled to controls: 0 for no effect and ±100 for the full control effect
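Hydroperoxide product was detected by ferrous iron/xylenol orange as the 573 to 405 nm absorbance ratio. Arachidonic acid at 40 uM (final) was turned over for 30 min at room temperature by 150 nM human 12hLO, pH 7.0 Hepes buffer, after 15 min compound preincubation.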
RGS4 inhibitor: Inhibitors of Regulator of G Protein Signaling (RGS) 4: qHTS; AID 504845, 2011; Regulator of G-protein signaling 4 (Homo sapiens), P49798; Transcreener GDP fluorescence polarization, RGS4-accelerated GTP hydrolysis; Potency, µM (top dose mostly 114 µM), for the others: at the highest dose activity change, negative = inhibition, most hits filed as inhibitors; actives 0.039% (n = 390,000); also: potency is read from the fitted curve at half-maximal effect; % is scaled to controls: 0 for no effect and ±100 for the full control effect; nearly all actives have a fitted effect of over 75% in size; some results filed as inactive show a strong effect at the top dose
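MLSMR compounds (23 nl, pin-transferred) preincubated 10 min at room temperature with a 500nM (2x) first reagent, then RGS4 at 900nM (2x) plus Transcreener GDP mix added; fluorescence polarization (620/688 nm) read before and after 90 min at 30 °C.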
ERG-DNA inh: qHTS for Small Molecule Inhibitors of the ERG Ets/DNA interaction; Potency, µM (titrated, usually from 76.9 µM), for the others: top-dose FP activity, negative = inhibition, hits mostly inhibitors; actives 0.028% (n = 370,000); Transcriptional regulator ERG (Homo sapiens), P11308; AID 624246, 2012; fluorescence polarization, His-ERG Ets domain / labelled DNA; active = well fitted inhibition curve with a large enough effect in the polarisation, with a control signal flat; inconclusive = small, poorly fitted or top-dose-only effect, or effect the other way, or a change in a side signal; inactive = no such curve, though single readings can be large or run the other way; the % refers to the polarisation;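 also: polarization taken with two DNA probes labelled with fluorescein and Texas red; potency is read from the fitted curve at half-maximal effect; % of control where 0% means no effect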
Target sequence (P11308 whole entry, looked up, the tested form may be a part): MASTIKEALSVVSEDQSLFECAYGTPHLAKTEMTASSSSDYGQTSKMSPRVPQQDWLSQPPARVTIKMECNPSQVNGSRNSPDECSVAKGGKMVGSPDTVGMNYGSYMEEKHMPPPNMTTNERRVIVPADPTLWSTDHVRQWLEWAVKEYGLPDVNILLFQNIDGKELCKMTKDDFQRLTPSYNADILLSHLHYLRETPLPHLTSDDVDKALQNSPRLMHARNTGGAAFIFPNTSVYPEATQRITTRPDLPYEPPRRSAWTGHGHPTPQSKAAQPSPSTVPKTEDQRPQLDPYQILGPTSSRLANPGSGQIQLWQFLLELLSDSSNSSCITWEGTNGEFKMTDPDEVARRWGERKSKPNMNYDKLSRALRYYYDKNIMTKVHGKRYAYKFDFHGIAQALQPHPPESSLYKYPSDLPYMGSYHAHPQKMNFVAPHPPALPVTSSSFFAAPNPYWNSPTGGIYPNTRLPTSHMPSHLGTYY
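His-tagged ERG Ets domain (1 uM in the protein solution; 300mM KCl, 50mM Tris-HCl, 1mM EDTA, 1mM DTT, pH 7.5) received compound, then a probe mix of 5 nM fluorescein-DNA and 100nM Texas-615-DNA. Fluorescence polarization was read for both dyes.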
HP1b chromo inh: HTS for Inhibitors of HP1-beta Chromodomain Interactions with Methylated Histone Tails; AlphaScreen HP1-beta / biotin-H3K9me3 peptide binding; Chromobox protein homolog 1 (Homo sapiens), P83916; actives 0.56% (n = 390,000); Potency, µM (series often up to 114 µM), without a hit: at the top dose activity change, negative = inhibition, usual class: inhibitors; also: potency is read from the fitted curve at half-maximal effect; nearly all actives have a fitted effect of over 70% in size; inactives centre near 23
Target sequence (P83916 whole entry, looked up): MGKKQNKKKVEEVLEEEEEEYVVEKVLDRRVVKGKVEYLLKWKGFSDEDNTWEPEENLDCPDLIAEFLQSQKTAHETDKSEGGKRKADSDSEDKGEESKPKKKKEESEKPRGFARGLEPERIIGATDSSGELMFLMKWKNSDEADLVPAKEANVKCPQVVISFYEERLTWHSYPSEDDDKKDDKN
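Compound inhibition of the preformed complex between 50 nM HP1-beta and 50 nM biotinylated H3K9me3 peptide was read by AlphaScreen. Buffer was PBS pH 7.4 with 0.01% Tween-20. Incubations ran 30 min at room temperature, with 10 ug/mL donor/acceptor beads.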
PI4K2A inh: qHTS for small molecular inhibitors of PI4K2A | Phosphatidylinositol 4-kinase type 2-alpha (Homo sapiens), Q9BTU6 | purified PI4K2A, ADP-Glo luminescence, 1 h; stronger effect = lower value | activity change, negative = inhibition, % at 76.9 µM | actives 0.13% (n = 420,000); in the data active = activity change below about -50%; inconclusive = mostly about -30% to -49%;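 also: -100% = wells without enzyme as full effect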
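ADP-Glo luminescence measured ADP generated by PI4K2A enzyme (4 ug/mL before mixing) with 1.2 mM PI substrate (pre-mix) and 300 microM ATP (pre-mix). Tris pH7.5 buffer with MgCl2, Triton X-100; 1 h reaction at ambient temperature.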
BAZ2B block: qHTS Assay for Inhibitors of BAZ2B. Bromodomain adjacent to zinc finger domain protein 2B (Homo sapiens), Q9UIF8. actives 4.4% (n = 360,000). AlphaScreen BAZ2B-H3K14Ac peptide displacement. Potency, µM (doses to about 114 µM), for the others: at the top dose activity change, negative = inhibition, most hits filed as inhibitors; also: potency is read from the fitted curve at half-maximal effect; % is scaled to controls: 0 for no effect and ±100 for the full control effect; nearly all actives have a fitted effect of over 60% in size
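AlphaScreen luminescence quantifies BAZ2B engagement of H3K14Ac peptide; the protein and biotinylated peptide are both at 50 nM final, buffer PBS pH 7.4 with 0.01% Tween-20, all steps at room temperature.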
JMJD2A Tudor inh: qHTS Assay for Inhibitors of JMJD2A-Tudor Domain | Potency, µM (doses to about 114 µM), without a hit: at the top dose activity change, negative = inhibition, usual class: inhibitors | Lysine-specific demethylase 4A (Homo sapiens), O75164 | AlphaScreen JMJD2A-Tudor / H3K4me3 peptide binding | actives 4.4% (n = 390,000) | AID 504339, 2011; also: potency is read from the fitted curve at half-maximal effect; % is scaled to controls: 0 for no effect and ±100 for the full control effect; nearly all actives have a fitted effect of over 50% in size
Active calls of the source: *; ? = inconclusive; nt = no result given; [ ] = another dose, or the depositor's remark. Unless noted, calls follow the shape of the dose curve; as a rule, active = well fitted curve in the direction sought with a large enough effect; inconclusive = small, poorly fitted or top-dose-only effect, or another doubt; inactive = no such curve, though single readings can be large; an effect the other way counts as inactive or inconclusive. These rows are one share of the data; rates above refer to the full screens.

| G9a inh | GLS inhibitor | 12-LOX inh | RGS4 inhibitor | ERG-DNA inh | SMILES | HP1b chromo inh | PI4K2A inh | BAZ2B block | JMJD2A Tudor inh |
| --- | --- | --- | --- | --- | --- | --- | --- | --- | --- |
| -9%[59 µM] | -6% | -11% | -24% | 6% | O=[N+]([O-])c1ccc(N2CCNCC2)c(S(=O)(=O)N2CCOCC2)c1 | 12% | -5 | 11% | -12% |
| 25µM* | 3% | -19% | 2% | 25% | CN1CCN(/N=C/c2ccc(-c3ccc([N+](=O)[O-])cc3Cl)o2)CC1 | ? | -8 | 28µM* | 56µM* |
| -32%[59 µM] | -11% | -19% | -15% | -8% | O=C(CN(c1cccc([N+](=O)[O-])c1)S(=O)(=O)c1ccccc1)NCc1ccccc1 | 21% | 5 | -33% | -15% |
| -11%[59 µM] | -4% | ? | -6% | -2% | O=C(Cc1ccc(Cl)cc1)NCC(c1cccs1)S(=O)(=O)c1ccccc1 (stereo unspecified) | 17%[57 µM] | 0 | 2% | -14% |
| ? | 43%[activator] | ? | -38%[56.9 µM] | 8% | C=CCOc1c(Cl)cc(CNCCCN2CCOCC2)cc1OC | 64% | 6 | -37% | ? |
| 4% | 5% | -10% | -1% | 19% | O=C(NCCNC(=O)c1cc(Cl)ccc1Cl)c1ccccn1 | 16% | 3 | 7% | -6% |
| ? | 16% | ? | -20% | -4% | Nc1ccc(N2CCN(c3ncc(C(F)(F)F)cc3Cl)CC2)c(C(F)(F)F)c1 | -7% | 5 | ? | -35% |
| ? | -2% | -9% | -8% | 4% | CC1=Nn2c(nnc2-c2ccc(F)cc2)SC1 | 27% | -2 | -2% | -4% |
| 17% | 4% | 3% | 8% | 3% | C[C@@H]1CC2OC(=O)[C@@]3(C)C(=O)CC[C@@](C)(C23)[C@@]1(O)CCc1ccoc1 (stereo partly specified) | 8% | -1 | -1% | -14% |
| 50µM* | -11% | ? | 1% | -5% | CN(C)c1cccc(C(=O)Nc2nc3ccccc3[nH]2)c1 | ? | -3 | 35µM* | 45µM* |
| -20%[59 µM] | -7% | ? | -16% | 4% | Cc1ccc(C(=O)Oc2coc(CSc3nnc(NC(=O)c4cccs4)s3)cc2=O)cc1C | 33% | -5 | -1% | ? |
| 24% | ? | 10% | 0% | -8% | O=C(O)CCC(=O)NCCc1cccc(Cl)c1 | 60%[activator] | -3 | -27% | -6% |
| nt | -3% | -1% | -21% | 0% | CC(C)CN1C2CCCC1CC(NC(=O)c1ccc([N+](=O)[O-])cc1)C2 (stereo unspecified) | 58%[activator] | -3 | -5% | -6% |
| -8% | 4% | 278%[activator] | -5% | 5% | Cc1ccc2nc(NC(=O)COC(=O)c3ccncc3)sc2c1 | 40%[activator] | 2 | -19% | -12% |
| ? | 0% | 0% | -13% | -8% | Cc1ccc(NC(=O)C(C)OC(=O)CCN=C2NS(=O)(=O)c3ccccc32)cc1 (stereo unspecified) | 21% | 0 | -3% | 1% |
| ? | 11% | 9% | -7% | -4% | CC(=O)N1CCC2(CC1)C(C#N)=C(N)Oc1n[nH]c(CSc3ccc(C)cc3)c12 | 12% | 1 | 1% | ? |
| -47%[12.7 µM] | 10% | 0% | -30% | 5% | C#CCSc1nnc(-c2ccccc2)c(=O)[nH]1 | 51% | -4 | -26% | 1% |
| 21% | -11% | 0% | -11% | 2% | Cc1ccccc1N1CCN(c2ncnc3scc(-c4cccs4)c23)CC1 | 7% | 3 | ? | -14% |
| 75%[activator] | 6% | -1% | 14% | -6% | COc1ccc(Cl)cc1NC(=O)CCN1C(=O)C2CC=CCC2C1=O (stereo unspecified) | 26% | 1 | 1% | -15% |
| 8.9µM* | 0% | ? | -43% | 8% | COC(=O)c1c(Cl)c2n3ccccc3c(C)c(-c3ccccc3)c-2c1C(=O)OC | ? | -4 | ? | ? |
| -2% | -30% | 2% | ? | 24% | COc1cccc(/C=C/C(=O)OCC(=O)NCCC2=CCCCC2)c1 | 21% | -2 | -29% | 8.9µM* |
| nt | 4% | -1% | 5% | 1% | CC1CC1C(=O)OCC(=O)NCc1ccccc1 (stereo unspecified) | 17% | 4 | nt | -14% |
| 50µM* | 3% | -22% | -29% | -10% | COc1ccc(-c2ccc3c(N)c(C(=O)c4cccc(OC)c4)sc3n2)cc1 | 69%[activator] | 5 | -18% | -9% |
| -6%[12.7 µM] | 3% | 0% | 1% | -8% | C=CCn1c(CSCc2ccc(C)cc2)nnc1SCC(=O)NCc1ccccc1 | 18% | 7 | -4% | -26% |
| -24% | 9% | -12% | -9% | 6% | COc1ccc(OCCNS(=O)(=O)c2cccc([N+](=O)[O-])c2)cc1 | 3% | 3 | ? | -10% |
| 1.1µM* | 12% | ? | 5% | -8% | COC(=O)c1ccc(-n2cc(-c3ccc(OC)cc3)[nH]c2=S)cc1 | 13% | -1 | -10% | -16% |
| 17%[12.7 µM] | 2% | -3% | -2% | 3% | CC(Sc1nnc(Cc2ccccc2)o1)C(=O)Nc1ccccc1[N+](=O)[O-] (stereo unspecified) | 48%[activator] | 3 | -19% | -14% |
| -4% | -2% | -4% | 4% | -6% | O=C1C2C(C(=O)N1c1nccs1)C1C=CC2C12CC2 (stereo unspecified) | 26% | -3 | -13% | -6% |
| 1.4µM* | -9% | nt | -12% | -8% | O=C(O)c1ccc2c3c(ncnc13)-c1ccccc1C2=O | 24% | -4 | -5% | ? |
| 14% | -9% | 21% | 1% | 4% | COc1cc(CC(=O)Nc2ccccc2N2CCCCC2)cc(OC)c1OC | 10% | -3 | nt | -16% |
| ? | 13% | 9% | 5% | 11% | CC1CCCC(NCC(=O)Nc2ccc(C(N)=O)cc2)C1C (stereo unspecified) | 14% | -1 | -1% | -13% |
| 19%[12.7 µM] | 3% | ? | -7% | 2% | CC(C)c1ccc(CCNC(=O)CCNS(=O)(=O)c2ccc(Br)cc2)cc1 | 65%[activator] | -5 | 5% | 0% |
| 4%[0.501 µM] | -16% | 0% | -2% | 1% | O=C(NCCN1CCOCC1)c1cc([N+](=O)[O-])cc([N+](=O)[O-])c1 | 29% | 0 | -17% | 0% |
| -14% | 2% | -15% | 0% | -3% | Cc1ccc(S(=O)(=O)N2CCC(=O)N(C(COCc3cccc(C(F)(F)F)c3)Cc3ccccc3)CC2)cc1 (stereo unspecified) | 26% | -4 | -3% | -15% |
| ? | 66%[activator] | 1% | -18%[11.4 µM] | 1% | Cc1cccc(-n2ccnc2SCC(=O)Nc2nccs2)c1C | -30% | -10 | -37% | 5%[11.4 µM] |
| -25% | 2% | ? | -3% | nt | COc1ccc(C(=O)CC(c2ccccc2)C2C(=O)CCCC2=O)cc1 (stereo unspecified) | 7% | -4 | -37% | -32% |
| -6% | 16% | ? | -38% | -3% | Cc1ccc(/C=N/NC(=O)c2cc3c(ccc4ccccc43)o2)o1 | 40%[activator] | 0 | -16% | -11% |
| -1%[59 µM] | -6% | 14% | -50% | 0% | C=CCSc1nc2c(c(C3CC=CCC3)c1C#N)CCC2 (stereo unspecified) | 205% | 15 | 98%[activator] | 141%[activator] |
| -37%[12.7 µM] | 13% | 0% | 4% | 1% | O=C(CSc1nc2c(sc3ccccc32)c(=O)n1CCO)NCC1CCCO1 (stereo unspecified) | 56%[activator] | 1 | 6% | 1% |
| 3% | 8% | -21% | 10% | -4% | CCCNC(=O)NC(=O)CSc1nc2ccccc2n1CC(C)C | 11% | -5 | -2% | -25% |
| 3%[59 µM] | -1% | -5% | 3%[11.4 µM] | -6% | Cn1cccc1C(=O)NC(=O)COC(=O)c1ccccc1Sc1ccccc1C#N | 23% | -9 | nt | -1%[11.4 µM] |
| -14% | -5% | -10% | 12% | -18% | CNC(=O)C1CCN(S(=O)(=O)c2c(C)noc2/C=C/c2cccc(C)c2)CC1 | 44%[activator] | -1 | 0% | -10% |
| nt | -14% | ? | ? | 12% | O=C(NC1=CC(=O)c2ccccc2C1=O)c1ccccc1 | 22µM* | -9 | nt | 20µM* |
| 4% | -6% | 21% | -16% | 3% | CN(CC(=O)Nc1ccc(F)cc1)S(=O)(=O)c1ccc2c(c1)c(=O)n(C)c(=O)n2C | 17% | 3 | -18% | -13% |
| -5% | -1% | 6% | 0% | -4% | CCS(=O)(=O)c1ccc2oc(SCC(=O)NCCc3ccccc3)nc2c1 | 49%[activator] | -1 | -15% | -6% |

Assay outcomes (PubChem)
